PAFAH1B3 inh: PAFAH1B3 (human) inhibition | Q15102 | recombinant PAFAH1B3, FP-rhodamine probe, fluorescence polarization | inhibition, % at 3.39 µM | 340,000 compounds, 0.28% hits | AID 492972;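 active = inhibition above the screen-wide average of all tested compounds plus 3 SD, cut at about 25% in these data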;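 note: 0% = enzyme with DMSO only and 100% = wells lacking PAFAH1B3 protein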
PAFAH1B2 inh: inhibitors of human PAFAH1B2. inhibition, % at 3.39 µM. AID 492953. P68402. 340,000 compounds, 1.2% hits. recombinant PAFAH1B2, FP-rhodamine activity probe, fluorescence polarization;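 active = inhibition above the mean of all tested compounds plus 3 SD, cut at about 24% in these data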;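 note: 0% = enzyme with DMSO and 100% = wells lacking PAFAH1B2; many of its hits are not listed in these tables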
GSTO1 counter: GSTO1 inhibition, counter-screen for RBBP9 inhibitors; P78417; recombinant GSTO1, activity-based probe fluorescence polarization; inhibition, % at 5.96 µM; 300,000 compounds, 1.1% hits; AID 1974;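 active = inhibition above the campaign mean inhibition plus 3 SD, cut at about 35% in these data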;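 note: 0% = GSTO1-1 with DMSO and 100% = wells lacking GSTO1-1 enzyme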
PME-1 inh: blocks human protein phosphatase methylesterase 1; Q9Y570; recombinant PME-1, FP-Rh probe fluorescence polarization; inhibition, % at 5.9 µM; 320,000 compounds, 0.53% hits;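 active = inhibition above the campaign mean of all compounds plus 3 SD, cut at about 26% in these data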;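 note: competitive labeling of PME-1 active site by serine hydrolase directed probe; 0% = PME-1 with DMSO and 100% = wells lacking PME-1 enzyme; inhibitors block probe labeling so polarization falls and inhibition rises; many of its hits are not listed in these tables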
PAFAH2 FP inh: PAFAH2 (human) inhibition; AID 492956; Q99487; 340,000 compounds, 0.99% hits; inhibition, % at 3.39 µM; recombinant PAFAH2, FP-rhodamine activity probe, fluorescence polarization;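 active = inhibition above the mean over all tested compounds plus 3 SD, cut at about 30% in these data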;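 note: inhibitors block probe labeling of enzyme so polarization drops; 0% = enzyme with DMSO and 100% = wells lacking PAFAH2 protein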
LYPLA1 inh: LYPLA1 (human) inhibition in PME1 counter-screen | O75608 | recombinant LYPLA1, FP-Rh probe fluorescence polarization | inhibition, % at 5.9 µM | 320,000 compounds, 0.16% hits | AID 2174;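 active = inhibition above the mean of all tested compounds plus 3 SD, set per campaign, cut at about 14% in these data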;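 note: inhibitors block serine hydrolase probe labeling of LYPLA1 so polarization falls; 0% = enzyme with DMSO and 100% = wells lacking LYPLA1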
PAD4 FP inh: PAD4 (human) enzyme inhibition | AID 485272 | recombinant PAD4, RCA probe fluorescence polarization | 330,000 compounds, 0.41% hits | Q9UM07 | inhibition, % at 6.36 µM;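 active = percent inhibition above a cutoff equal to the mean of all tested compounds plus 3 SD, cut at about 15% in these data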;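 note: 0% = PAD4 with RCA probe and DMSO and 100% = probe without PAD4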
Target sequence (Q9UM07 whole entry, looked up): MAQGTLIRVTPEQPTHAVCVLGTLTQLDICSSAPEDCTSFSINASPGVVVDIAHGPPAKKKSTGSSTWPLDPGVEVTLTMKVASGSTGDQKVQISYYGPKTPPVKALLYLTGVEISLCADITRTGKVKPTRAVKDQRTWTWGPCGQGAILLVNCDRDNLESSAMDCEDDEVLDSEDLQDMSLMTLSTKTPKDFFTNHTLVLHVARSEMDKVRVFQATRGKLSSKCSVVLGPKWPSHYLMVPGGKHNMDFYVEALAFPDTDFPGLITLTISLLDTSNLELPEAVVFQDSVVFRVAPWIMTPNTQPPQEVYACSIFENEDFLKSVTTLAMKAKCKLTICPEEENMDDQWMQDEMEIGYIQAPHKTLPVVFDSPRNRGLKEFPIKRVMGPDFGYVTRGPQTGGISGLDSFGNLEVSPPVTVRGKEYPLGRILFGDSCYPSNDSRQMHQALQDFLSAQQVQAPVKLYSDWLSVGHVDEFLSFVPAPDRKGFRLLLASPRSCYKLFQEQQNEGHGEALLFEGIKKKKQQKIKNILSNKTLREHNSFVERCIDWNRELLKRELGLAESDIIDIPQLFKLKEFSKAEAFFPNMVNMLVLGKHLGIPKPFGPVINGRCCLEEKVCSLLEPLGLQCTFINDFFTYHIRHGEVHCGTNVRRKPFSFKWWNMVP
pPAFAH FP inh: inhibitors of human plasma PAF acetylhydrolase (pPAFAH). Q13093. recombinant pPAFAH, FP-rhodamine probe fluorescence polarization. inhibition, % at 3.39 µM. 330,000 compounds, 1.5% hits;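 active = inhibition above the mean inhibition across the screen plus 3 SD, cut at about 25% in these data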;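 note: inhibitors block binding of the rhodamine activity-based probe so polarization drops; 0% = enzyme with DMSO and 100% = wells lacking pPAFAH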
LYPLA2 inh: counter-screen for PME1 inhibitors: inhibitors of human LYPLA2; O95372; recombinant LYPLA2, FP-Rh probe fluorescence polarization; inhibition, % at 5.9 µM; 320,000 compounds, 0.38% hits; AID 2177;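 active = inhibition above the screen-wide mean plus 3 SD, limit set per campaign, cut at about 26% in these data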;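 note: 0% = LYPLA2 with DMSO and 100% = wells lacking LYPLA2 enzyme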
Target sequence (O95372 whole entry, looked up): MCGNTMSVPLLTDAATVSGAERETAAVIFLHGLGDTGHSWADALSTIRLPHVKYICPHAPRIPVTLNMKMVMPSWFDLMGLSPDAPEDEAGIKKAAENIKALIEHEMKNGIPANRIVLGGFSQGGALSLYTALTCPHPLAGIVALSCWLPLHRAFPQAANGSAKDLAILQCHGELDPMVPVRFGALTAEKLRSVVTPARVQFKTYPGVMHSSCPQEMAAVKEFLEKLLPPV
* marks the source's active call; other numbers are inactive results; / = no result given. Not all compounds are listed (hit frequency here may not be typical).

SMILES	PAFAH1B3 inh	PAFAH1B2 inh	GSTO1 counter	PME-1 inh	PAFAH2 FP inh	LYPLA1 inh	PAD4 FP inh	pPAFAH FP inh	LYPLA2 inh
Cc1ccc(C(=O)N(C)CC(=O)Nc2cccc(C)c2C)o1	11	9	9	-6	-4	0	-7	3	1
COc1ccc2[nH]c(=O)c(COC(=O)c3cccs3)cc2c1	2	-1	1	-3	-1	-1	-2	3	-4
Cc1cc(SCC(=O)NCC2CCCO2)nc2ccccc12 (stereo not given)	0	1	-1	-5	2	0	-3	3	1
Cn1c(SCC(=O)Nc2ccccc2O)nnc1-c1ccco1	9	-1	0	0	1	2	4	7	9
CCOC(=O)C1(CCc2ccccc2)CCN(C(=O)CN2C(=O)CSC2=O)CC1	4	8	-12	-2	0	-1	-5	-4	9
Cc1ccc(OCCCN2C(=O)C(=O)c3cccc(C)c32)cc1	-2	2	-5	3	-5	0	-1	7	2
COc1ccccc1-c1ccc(NC2CCCCC2)nn1	11	0	2	4	-6	-1	0	8	-3
Cc1cc(C)nc(SCCn2c(N3CCOCC3)nc3c2c(=O)[nH]c(=O)n3C)n1	3	5	3	2	7	2	5	2	11
CC(=O)Oc1cc2oc(=O)cc(C)c2cc1OC(C)=O	4	4	17	8	5	-2	3	4	3
COc1cc(-c2nc3ccccn3c2/N=C/c2cc(OC)c(O)cc2Cl)ccc1O	25	4	14	5	8	-2	0	4	0
COc1ccc(S(=O)(=O)N2CCCCC2)cc1NC(=O)c1ccc(CS(C)(=O)=O)cc1	0	-3	/	4	0	0	-1	4	-3
COc1ccc(CNC(=O)CSc2nnnn2Cc2ccccc2)cc1	1	6	11	2	5	6	1	1	1
CC1(C)CC(=O)C=C(c2cccc3c2oc2ccccc23)C1	9	5	5	6	0	-5	-3	0	-5
O=C(NNC(=O)c1ccccc1O)c1ccc(NS(=O)(=O)c2ccc(F)c(F)c2)cc1	12	11	9	-6	9	2	-5	9	4
CCN(CC)S(=O)(=O)c1cccc(C(=O)NC(C)C(c2cccs2)N2CCCC2)c1 (stereo not given)	10	5	-1	6	-1	3	1	2	11
O=S1(=O)CCN(OCc2ccc(Cl)cc2)CC1	9	9	3	2	12	2	-3	3	2
COc1cc(/C=C/C(=O)c2c(O)ccc3c(C)cc(=O)oc23)ccc1O	1	4	13	0	1	4	0	2	1
Cc1cc(-c2ccco2)c(C#N)c2nc3ccccc3n12	2	6	5	-1	6	-2	-1	10	-3
COc1ccc(/C(C)=N/NC(=S)NCc2ccco2)cc1	-3	3	-2	6	2	-2	3	3	2
O=C(Nc1sc2c(c1C(=O)O)CCC2)C(=O)N1CCOCC1	6	7	18	1	5	-1	-5	17	6
CC1CC(C)(C)N(C(=O)CSc2ccc(-c3ccc(F)cc3)nn2)c2ccccc21 (stereo not given)	2	6	-7	-3	0	-5	-3	-2	-4
COc1ccc(N2C(=O)CC(N3CCC(O)(c4ccc(Br)cc4)CC3)C2=O)cc1 (stereo not given)	8	4	4	-8	6	-1	1	-3	2
COc1ccc(-n2c(SC(C)C(=O)Nc3ncc(Cl)cc3Cl)nc3ccccc32)cc1 (stereo not given)	3	-5	-6	-4	-9	-7	-4	22	-8
CCCCCn1nc(C(=O)OCc2nnc(-c3ccccc3)o2)c2ccccc2c1=O	7	6	7	0	4	0	1	7	0
COc1cccc(NC(=O)Cn2nnc(C(=O)Nc3cc(Cl)ccc3OC)c2N)c1	-10	3	-14	-29	-14	-15	-2	-5	-27
COC(=O)C1=NN[C@H](C(=O)OC(C)(C)C)[C@H]1c1ccccc1	0	1	-1	-4	-2	-1	2	4	0
Cc1nc(CCNC(=O)CC2C(=O)NCCN2Cc2ccccc2F)sc1C (stereo not given)	1	9	1	-3	5	-3	-2	7	-4
COc1ccccc1NS(=O)(=O)c1c(C)[nH]c(C)c1C(=O)N1CCCC1	3	-1	0	-1	8	1	0	4	4
CCOc1ccc(-c2cc(N)n(S(=O)(=O)c3ccc(OC)c(OC)c3)n2)cc1	0	-5	-4	8	3	3	1	13	7
COc1ccc(CNc2ccc(S(N)(=O)=O)cc2)c(OC)c1OC	-7	-7	0	5	-6	1	-3	-2	5
Cn1c(=O)[nH]c(=O)c2c1ncn2CCCc1ccccc1	3	3	0	-12	7	-4	-3	0	-2
CCCn1c(O)c(CN2CCCCC2)c(C)c(C#N)c1=O	-6	-8	8	1	-3	0	-7	7	4
CO[C@H]1C=CO[C@@]2(C)Oc3c(C)c(O)c4c(O)c(c5c(c4c3C2=O)NC2(CCN(CC(C)C)CC2)N=5)=NC(=O)C(C)=CC=C[C@H](C)[C@H](O)[C@@H](C)[C@@H](O)[C@@H](C)[C@H](OC(C)=O)[C@@H]1C	/	/	10	3	/	2	-1	3	7
CCOc1ccc(N2CC(C(=O)Nc3ccccc3C(=O)N3CCOCC3)CC2=O)cc1 (stereo not given)	7	0	2	-2	5	-2	-5	13	0
O=C(NCCc1ccccc1F)C1CCCN1S(=O)(=O)c1ccc2ccccc2c1 (stereo not given)	7	5	-3	2	5	2	-2	5	2
CSC1=C(C#N)C(c2ccccc2Cl)C(C(C)=O)=C(C)N1 (stereo not given)	9	-4	5	7	0	0	0	6	-5
C=CCc1cc(/C=C2/NC(=O)N(CC)C2=O)cc(OCC)c1OCc1ccc(C(=O)O)cc1	0	-4	-1	2	-2	1	-3	7	5
Nn1c(SCC(=O)Nc2ccc3c(c2)OCCO3)nnc1-c1ccccn1	0	4	-6	-6	4	1	-6	-11	2
O=C(Nc1nnc(C2CC2)s1)c1cccs1	-3	-1	-9	7	3	1	-2	-1	-2
Cc1ccccc1-c1nnc(SCC(=O)Nc2c(C)n(C)n(-c3ccccc3)c2=O)o1	-4	0	-9	3	-12	-4	-2	16	5
O=C(CSc1nnc(NC(=O)c2cccc(F)c2)s1)NC1CCCC1	8	7	4	4	-4	2	0	-2	6
C=CCNc1nc(Cl)ncc1F	7	2	-1	0	-3	0	-3	-4	0
Cc1ccc(NC(=S)N2CCN(Cc3ccccc3)CC2)cc1	2	3	2	-8	1	-2	-4	-2	-7
COc1ccc(C(=O)NCCS(=O)(=O)NCCc2ccccc2)cc1	-3	3	-1	-1	-1	-1	-2	-2	8
Brc1csc(C=Nc2ccc3c(c2)OCCOCCOCCOCCO3)c1	-1	0	-2	-3	-5	1	-20	-11	-2
O=c1cc(-c2ccccc2)cc(-c2ccccc2)n1CCO	6	7	-2	-4	-2	2	-6	12	-1
CC(C)c1cc(Br)ccc1OCCCN1C(=O)NC(C)(C)C1=O	2	1	1	5	5	-4	-3	8	-5
O=C1CC(NN2CCCCC2)C(=O)N1c1ccccc1 (stereo not given)	7	6	-1	-5	1	3	-1	4	2
CC1CCN(S(=O)(=O)N2CCC(C(=O)NCCC3=CCCCC3)CC2)CC1	6	7	1	4	0	0	-2	5	4
c1ccc(SCCc2ccncc2)cc1	-4	8	3	-1	-4	4	-1	1	8
O=C(CCCc1c[nH]c2ccccc12)NCc1cccs1	12	5	12	3	4	0	-2	6	3
C=CCNCCOCCOc1ccc(C)cc1Br	3	1	4	-5	-2	-1	0	-3	-5
CC(=O)c1ccc(OCCN2CCOCC2)cc1	-4	4	-3	-19	-2	-2	0	-6	-6
Cc1ccc(NC(=O)Nc2cccs2)c(Cl)c1	-1	0	6	9	-8	-5	-4	3	5
COc1ccc(-c2csc(NC(=O)C3CCCCN3S(=O)(=O)c3ccccc3)n2)cc1 (stereo not given)	4	-4	-11	-16	-12	-16	2	1	-22
CCOC(=O)C1CCN(S(=O)(=O)c2ccc(-c3ccc(=O)[nH]n3)o2)CC1	4	6	0	1	1	0	-4	7	5
CC(=O)Oc1ccc2ccccc2c1C(NC(=O)Cc1ccccc1)c1ccc(Cl)cc1 (stereo not given)	1	-1	-2	-3	-7	-9	0	-8	-9
O=C(NC1CCN(c2ncccn2)CC1)c1cccc(F)c1	3	8	2	1	-1	-1	-2	-1	-5
CC(C)Cc1ccc(C(C)C(=O)Nc2ncccn2)cc1 (stereo not given)	11	-1	-7	4	-4	3	4	-2	4
O=C(Cn1nc(C(F)F)cc1C1CC1)N1CCCC1	4	3	9	-2	0	-5	3	4	-4

The results go on.
SMILES	PAFAH1B3 inh	PAFAH1B2 inh	GSTO1 counter	PME-1 inh	PAFAH2 FP inh	LYPLA1 inh	PAD4 FP inh	pPAFAH FP inh	LYPLA2 inh
NS(=O)(=O)c1ccc(CCNC(=O)CCCn2ncn3c(cc4occc43)c2=O)cc1	12	7	-2	-3	-1	4	2	2	9
Cc1onc(-c2ccccc2)c1C(=O)N1CCN(c2ncccc2C(F)(F)F)CC1	7	-5	1	3	2	-3	-1	5	5
COc1cc(NS(=O)(=O)c2ccc(NC(=O)COc3cccc(C)c3)cc2)nc(OC)n1	-5	-1	-9	-2	-4	-1	4	4	-6
CCCOc1ccc2nc(C)c(CCC)c(SC(=N)N)c2c1	1	7	8	1	5	0	-6	2	6
C=CCn1c(SCc2nc3ccccc3[nH]2)nnc1-c1ccncc1	-3	-1	2	3	-3	1	2	4	3
COCCCNC(=O)CN1C(=O)/C(=C/c2ccccc2)Sc2ccccc21	3	-1	-3	0	3	1	3	2	6
O=C(Nc1cccc2nsnc12)C1CC(=O)N(c2ccccc2)C1 (stereo not given)	2	3	1	-2	-1	-1	-1	6	1
CCCC(C)C(=O)Nc1ncc(S(=O)(=O)c2ccc([N+](=O)[O-])cc2)s1 (stereo not given)	8	19	-37	-1	2	1	0	12	-4
O=C(c1ccccc1)c1nc[nH]c1C(=O)Nc1ccccc1	7	-1	5	-7	0	-2	0	3	4
Cc1cc(Nc2nn(C)c(N)c2C#N)ccc1F	2	3	1	2	0	4	0	1	9
CC(CC(=O)Nc1ncc([N+](=O)[O-])s1)c1ccccc1 (stereo not given)	1	23	-1	-4	14	4	1	4	6
CCCCN=C(C)c1c(O)c2ccccc2oc1=O	-4	1	0	1	1	0	-1	5	1
CCOC(=O)c1c(C)[nH]c(C(=O)COC(=O)c2ccc(O)cc2)c1C	-10	-5	-8	-25	-10	-10	-6	1	-14
CCO[C@@H]1OC(C(=O)NCc2ccccc2)=C[C@H](c2coc3ccccc3c2=O)[C@H]1CCCO	-3	1	5	2	-3	2	3	0	3
COc1cccc(CN(C)C(=O)CCNC(=O)c2ccco2)c1	3	-2	/	3	10	1	-1	-1	4
Cc1ccc(C(=O)NC2CCN(Cc3ccccc3)CC2)cc1S(=O)(=O)N1CCOCC1	7	4	-2	1	0	1	1	4	-1
CC(=O)c1cc2c(cc1NC(=O)CN1Cc3ccccc3C1=O)OCO2	4	4	5	10	-4	5	2	1	11
Cc1ccc(S(=O)(=O)NC2=NCN(C3CCN(Cc4ccccc4)CC3)CN2)cc1	-7	5	4	-3	-1	3	2	-1	-2
Cc1cccc(N2C(=O)C(O)=C(C(=O)c3cccs3)C2c2ccc(Cl)cc2)n1 (stereo not given)	3	5	-1	-1	6	2	-3	-2	1
O=c1[nH]c2cc3c(cc2cc1C(c1nnnn1Cc1ccccc1)N1CCCc2ccccc21)OCO3 (stereo not given)	/	/	0	1	/	-9	0	4	-7

Bioassay records deposited in PubChem BioAssay by The Scripps Research Institute Molecular Screening Center.
